# MgcRacGAP inhibition – MgcRacGAP GTPase-activating activity inhibitors, confirmation, biochemical, ADP Hunter fluorescence | hit rate 0.6% among 340,000 | MgcRacGAP-stimulated Rac1 GTP hydrolysis, ADP Hunter fluorescence; higher % means a stronger effect; GST-tagged Rac1 F28L mutant substrate | inhibition, % at 30 µM, or IC50 in µM where a hit was titrated;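 active = first-screen hits whose inhibition reached a set limit at any dose in the follow-up dose series; inconclusive = inhibition above the set first-screen limit but never retested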;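 also: fluorescence reports GDP produced by GAP-driven GTP hydrolysis; strong numbers were not always called active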
# Large T inhibition – SV40 large T antigen inhibitors, biochemical (AID 1903). SV40 large T antigen ATPase/helicase inhibition assay; higher % means a stronger effect. hit rate 0.39% among 310,000. one-dose inhibition, % at 20 µM; IC50 in µM for titrated hits; in the data active = a potency from the dose series; inconclusive = inhibition mostly from about 32% at the one dose, without a potency; inactive = the rest, 99 in 100 with inhibition below about 32%; also: strong numbers were not always called active
# LYP phosphatase – inhibitors of LYP phosphatase, biochemical, fluorescence intensity, uHTS (AID 1779). one-dose inhibition, % at 11.5 µM; IC50 in µM for titrated hits. hit rate 0.054% among 290,000. Tyrosine-protein phosphatase non-receptor type 22 (Homo sapiens). recombinant LYP phosphatase, fluorescence intensity; higher % means a stronger effect; in the data active = inhibition above about 50%;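 also: plate controls were vehicle with enzyme for no effect and no enzyme for full effect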
# GPR35 arrestin U2OS – GPR35 antagonists blocking zaprinast-driven arrestin recruitment, primary screen, imaging, U2OS, beta-arrestin-GFP, zaprinast agonist (AID 2058). G-protein coupled receptor 35 (Homo sapiens). U2OS GPR35 beta-arrestin-GFP translocation imaging, zaprinast antagonism; higher % means a stronger effect. inhibition, % at 10 µM, or IC50 in µM where a hit was titrated. hit rate 0.052% among 290,000;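 active = inhibition of at least 50% with at least 30 cells and total cytoplasm GFP at most 10,000,000; inconclusive = under 30 cells or total GFP of 10,000,000 plus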
# GPR55 antagonists – GPR55 antagonists blocking LPI-driven arrestin recruitment, primary screen, imaging, U2OS, beta-arrestin-GFP, LPI agonist (AID 2013); G-protein coupled receptor 55 (Homo sapiens); U2OS GPR55 beta-arrestin-GFP translocation imaging, LPI antagonism; higher % means a stronger effect; inhibition, % at 10 µM, or IC50 in µM where a hit was titrated; hit rate 0.13% among 290,000;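 active = spots per cell inhibited over 60%, with over 100 cells counted and total cytoplasm intensity under 500,000; inconclusive = wells with under 100 cells, flagged as likely toxic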;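 also: U2OS cells stably carrying GPR55 and arrestin-GFP stimulated by 5 µM LPI near EC80; imaged beta-arrestin-GFP aggregate spots per cell after agonist stimulation; plate controls were LPI-stimulated DMSO wells for no effect and DMSO wells without LPI for full effect; some results filed as inactive read as strong as hits; confirmed hits need IC50 under 10 µM and bright autofluorescent wells are also inconclusive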
# GPR55 activation – GPR55 agonists via beta-arrestin recruitment, primary screen, imaging, U2OS cells, beta-arrestin-GFP redistribution (AID 1961) | U2OS GPR55 beta-arrestin-GFP redistribution imaging; higher % means a stronger effect | activation, % at 10 µM; hits with a dose series show EC50 in µM | hit rate 0.048% among 290,000;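 active = activation above 40% with more than 50 cells counted in the well; inconclusive = wells holding fewer than 50 cells, flagged as toxic or sparse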;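 also: U2OS osteosarcoma cells stably expressing GPR55 and beta-arrestin-GFP; plate controls were DMSO negative control for no effect and LPI positive control for full effect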
# T cell HTS – modulators of CD8 T cell-vesicle binding, primary screen, mouse 2C CD8+ T cells, flow cytometry. hit rate 0.068% among 330,000. calls only at 7 µM. 2C CD8+ T cell-vesicle binding; hits give low values. AID 2052, 2009;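 active = response, share of CD8 T cells binding vesicles, and their 90th percentile fluorescence all below set limits, cut at about 80% in these data, passing the limit was not always enough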
#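 System: murine 2C transgenic CD8+ T lymphocytes; also added: QL9-loaded Drosophila micro-vesicles; times: binding 1.5 h at 37 °C; measured by: flow cytometry, PE anti-B7-1 (FL2) versus Alexa647 anti-CD8 (FL8), PFA-fixed; control set: Peptide-free naked vesicles (low) and QL9 vesicles with 0.7% DMSO vehicle (high)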
# NTR1 agonist – agonists of NTR1, primary screen, imaging, U2OS cells, beta-arrestin-GFP, high content (AID 493036); Neurotensin receptor type 1 (Homo sapiens), P30989; NTR1-U2OS beta-arrestin-GFP spot imaging, agonist mode; activation, % at 20 µM; hit rate 0.17% among 330,000;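 active = activation at or above 40% of the spot to cytoplasm intensity ratio, with at least 20 cells analyzed; inconclusive = wells under 20 cells, flagged as cytotoxic or low count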;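 also: 0% = DMSO without peptide and 100% = 100 nM NTR1 peptide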
# Target sequence (P30989 whole entry, looked up): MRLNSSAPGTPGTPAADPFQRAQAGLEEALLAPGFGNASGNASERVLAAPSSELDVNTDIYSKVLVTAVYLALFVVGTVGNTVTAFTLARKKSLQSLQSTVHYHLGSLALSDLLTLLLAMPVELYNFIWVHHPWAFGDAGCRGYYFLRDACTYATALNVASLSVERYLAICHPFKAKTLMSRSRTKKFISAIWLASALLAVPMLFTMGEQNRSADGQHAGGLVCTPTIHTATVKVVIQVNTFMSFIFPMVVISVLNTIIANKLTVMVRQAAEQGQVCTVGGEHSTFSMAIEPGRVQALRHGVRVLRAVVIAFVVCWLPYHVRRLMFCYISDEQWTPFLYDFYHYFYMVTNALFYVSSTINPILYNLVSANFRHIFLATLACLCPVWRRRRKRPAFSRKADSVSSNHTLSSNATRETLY
# Lipid droplet – inhibitors of hepatocyte lipid droplet formation, primary screen, imaging, high-throughput imaging, BODIPY stain; AML12 mouse hepatocytes, oleate lipid droplets; inhibition, % at 6.5 µM; hit rate 0.4% among 240,000;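 active = lipid droplet intensity inhibited by at least 50%, with more than 500 cells counted; inconclusive = wells with under 300 cells, treated as cytotoxic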
#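 material = mouse AML12 hepatocyte cell line, fixed after treatment | also added = 100 µM oleic acid challenge | doses = compound at 6.5 µM only | schedule = overnight exposure | technique = Image-based BODIPY and DAPI two-channel analysis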
# Lipid droplet cells 6.5 µM – also measured in Lipid droplet; calls as there; cell count; measured here: cell count, cytotoxicity flag;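 cells counted across two imaged fields per well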
# T cell HTS vesicle-bound % – also measured in T cell HTS; calls as there; double positive events, %; measured here: CD8+ vesicle-bound cell fraction;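 binding gate set so that unloaded-vesicle control wells show 10% double positive cells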
# NTR1 agonist cell count 20 µM – also measured in NTR1 agonist; calls as there; cell count; measured here: cell count, cytotoxicity flag
# An asterisk follows results filed as active; i = inactive; ? = inconclusive; . = not tested or not shown.
SMILES,MgcRacGAP inhibition,Large T inhibition,LYP phosphatase,GPR35 arrestin U2OS,GPR55 antagonists,GPR55 activation,T cell HTS,T cell HTS vesicle-bound %,NTR1 agonist,NTR1 agonist cell count 20 µM,Lipid droplet,Lipid droplet cells 6.5 µM
NC(=O)C1CCN(C(=O)COc2cccc3cccnc23)CC1,-6%,.,-8%,17%,-6%,0.3%,i,58,0.4,88,-5,674
CCCCNC(=O)C1CCC(CNS(=O)(=O)c2ccc(C)cc2)CC1 (centres undefined),7%,-2%,-4%,5%,1%,-0.5%,i,49,1.9,46,4,665
CC(C)C(NC(=O)/C=C/c1cccc([N+](=O)[O-])c1)C(C)C,-3%,23%,5%,-4%,8%,-0.1%,i,46,-0.4,58,14,654
COc1ccc(C(=O)Nc2ccc(Cl)cc2C(=O)NCc2ccco2)cc1OC,10%,6%,1%,10%,1%,-0.2%,i,34,1.9,75,.,.
CC1CC(C)CN(C(=O)CCNS(=O)(=O)c2cccs2)C1 (centres undefined),9%,0%,-7%,3%,0%,0.5%,i,10,3.1,50,1,726
CC(C)C(=O)Nc1nc(-c2ccc3c(c2)CCN3C(=O)C2CC2)cs1,-4%,4%,-6%,-13%,-7%,?,i,34,4.1,42,8,828
Cn1c(Nn2cnnc2)nc2ccccc21,-1%,4%,-9%,13%,-4%,-0.3%,i,39,1.3,50,.,.
CC(C)Oc1ccc(CCc2nnc(SC(C)C(=O)O)n2-c2ccccc2)cc1 (centres undefined),4%,6%,-1%,-10%,9%,-0.2%,i,58,0.9,30,9,714
COc1ccc(/C=C/C(=O)c2ccc3c4c(cccc24)CC3)cc1OC,12%,-4%,-5%,5%,3%,-0.3%,i,48,-0.2,44,-4,583
O=S(=O)(c1ccc(OCc2nc3ccccc3s2)c(Cl)c1)N1CCOCC1,0%,-2%,4%,6%,6%,-0.3%,i,42,2.3,57,-15,599
Cc1cc(C(=O)NCC(=O)OCC(=O)N(C)C2CCCCC2)ccc1[N+](=O)[O-],13%,9%,-2%,-2%,-12%,0.4%,i,46,-1.4,101,-1,665
COc1cc(C(=O)OC(C)C(=O)NCC2CCCCC2)cc(NC(=O)c2ccco2)c1OC (centres undefined),-8%,1%,9%,3%,-2%,-0.1%,i,12,4.0,57,.,.
CCc1ccc(S(=O)(=O)N2CCN(c3ncccn3)CC2)cc1,12%,5%,-8%,15%,0%,0.0%,i,50,0.5,35,3,785
CCOC(=O)c1c(NC(=O)C2C3C=CC(C3)C2(C)C(=O)O)sc2c1CCCC2 (centres undefined),1%,18%,2%,2%,-2%,0.1%,i,38,-2.1,55,2,610
CCC(=O)Nc1ccc(C(=O)n2nc(C)cc2C)cc1,11%,2%,-1%,1%,6%,-0.1%,i,49,0.0,46,.,.

# Quoted from the listing.
# `NC(=O)C1CCN(C(=O)COc2cccc3cccnc23)CC1` | Lipid droplet: -5
# `CCc1ccc(S(=O)(=O)N2CCN(c3ncccn3)CC2)cc1` | NTR1 agonist: 0.5

# Later entries.
SMILES,MgcRacGAP inhibition,Large T inhibition,LYP phosphatase,GPR35 arrestin U2OS,GPR55 antagonists,GPR55 activation,T cell HTS,T cell HTS vesicle-bound %,NTR1 agonist,NTR1 agonist cell count 20 µM,Lipid droplet,Lipid droplet cells 6.5 µM
Cc1cccc(OCc2nnc(SCC(=O)Nc3nccs3)o2)c1,-5%,9%,-6%,13%,0%,0.2%,i,25,-0.8,53,13,720
CCOC(=O)Cn1c(C)[n+](CC(=O)c2ccccc2)c2ccccc21,5%,8%,1%,-5%,2%,-0.1%,i,55,0.9,41,14,729
COc1ccc(Cl)cc1S(=O)(=O)N(C)CC(=O)NCCCn1ccnc1,2%,3%,-8%,-5%,9%,-0.1%,i,22,-0.2,48,-8,859
Cc1ccc(C(=O)CC2(O)C(=O)N(Cc3ccccc3)c3ccccc32)o1 (centres undefined),2%,6%,-2%,-6%,15%,-0.4%,i,52,1.1,54,-10,741
O=C(O)CC1S/C(=N/N=C2CCCCC2)N(c2ccccc2)C1=O (centres undefined),1%,5%,-6%,-6%,10%,-0.3%,i,48,2.7,70,4,678
CCOC(=O)N1CCN(c2cc3nccnc3cc2F)CC1,7%,-2%,-1%,-6%,2%,-0.2%,i,16,0.2,81,32,775
CN(CC(=O)NC(=O)NCc1ccco1)Cc1nc2ccccc2c(=O)[nH]1,10%,10%,-4%,-11%,0%,0.2%,i,26,0.5,49,.,.
CCCCC(NS(=O)(=O)c1ccc(OC)cc1)C(=O)O (centres undefined),3%,-3%,-5%,13%,12%,-0.2%,i,34,0.4,83,.,.
Cc1ccc(-c2nnc(Nc3ccc(O)cc3)c3ccccc23)cc1S(=O)(=O)NCCO,?,13µM*,-2%,2%,-5%,-0.2%,i,45,2.0,57,8,846
CCN(CC)S(=O)(=O)c1ccc(NC(=O)c2ccc(N(C)S(C)(=O)=O)cc2)cc1,5%,14%,1%,-3%,5%,1.0%,i,40,2.4,59,2,729
COc1cccc(-n2c(CN3CCN(c4cccc(C)c4)C(C)C3)nc3ccc([N+](=O)[O-])cc3c2=O)c1 (centres undefined),5%,14%,10%,-14%,10%,0.3%,i,10,7.3,56,20,701
O=C(NCCc1csc(-c2ccccc2)n1)c1ccco1,8%,1%,-5%,2%,11%,0.3%,i,36,1.0,61,3,735
CC(=O)NCCNC(=O)c1ccc(-n2c(C)ccc2C)cc1,-1%,8%,-3%,-9%,-2%,-0.2%,i,34,0.8,52,4,697
CCN(CC(=O)Nc1cccc(S(=O)(=O)N2CCCC2)c1)CC(=O)Nc1ccccc1OC,3%,7%,2%,-7%,-6%,-0.5%,i,41,-1.0,69,-2,669
Cc1nc2nc(SCC(=O)NCCCN3CCOCC3)nn2c(C)c1Cc1ccccc1,14%,12%,-3%,-11%,4%,-0.8%,i,19,-0.5,63,0,690
O=C(Nc1ccc(C(=O)N2CCCC2)cc1)c1ccc(F)cc1Cl,7%,2%,-12%,-1%,6%,-0.1%,i,68,0.2,70,-3,906
O=C1CCCC2=C1C(c1ccccn1)Nc1ccc(C(=O)c3ccccc3)cc1N2 (centres undefined),-2%,7%,-3%,-5%,2%,0.2%,i,31,1.1,36,-4,638
O=c1c2ccccc2nc(SCc2cc(F)ccc2F)n1C1CCCC1,-2%,6%,-3%,31%,8%,-0.1%,i,22,3.1,63,.,.
COCCCn1c(SCC(=O)NC2CCCCC2)nnc1-c1ccco1,8%,9%,-4%,4%,2%,-0.1%,i,22,0.8,52,-3,794
CCCc1ccc(C(C)NC(=S)NCc2ccc(F)cc2)cc1 (centres undefined),8%,16%,-8%,8%,-3%,-0.1%,i,51,14,54,-5,872
CC(C)(C)NC(=O)CN(CC1CCCO1)C(=O)CNS(=O)(=O)c1ccc(F)cc1 (centres undefined),4%,-2%,-10%,11%,-4%,-0.4%,i,46,-1.3,43,-19,739
Cc1ccc(N2CC(C(=O)N3CCC(C(=O)Nc4nnc(C(C)(C)C)s4)CC3)CC2=O)cc1 (centres undefined),7%,11%,-11%,26%,4%,-0.4%,i,44,-0.7,52,12,751
CCN(C(=O)CN1CCN(S(=O)(=O)c2cc(Cl)ccc2Cl)CC1)c1c(N)n(Cc2ccccc2)c(=O)[nH]c1=O,0%,5%,-10%,2%,2%,0.2%,i,29,-0.8,76,3,635
CCOC(=O)C1CCN(C(=O)N(C)C)CC1,4%,5%,-2%,0%,-12%,-0.2%,i,17,0.6,50,-23,544
Cc1nnc(SCCn2c(N3CC(C)CC(C)C3)nc3c2c(=O)[nH]c(=O)n3C)s1 (centres undefined),4%,0%,-7%,1%,1%,-0.2%,i,29,1.3,84,-2,773
CCN1C(=O)/C(=C/N2CCc3ccccc3C2)SC1=S,20%,10%,-2%,4%,-1%,-0.1%,i,27,2.1,55,-18,724
COc1ccc(-c2c[n+](CC(=O)OC3CC(C)CCC3C(C)C)c3n2CCC3)cc1 (centres undefined),1%,5%,-13%,-21%,11%,0.2%,i,3,8.5,39,-111,546
O=C(NC(Cc1ccccc1)C(=O)O)/C(=C/c1ccc([N+](=O)[O-])cc1)NC(=O)c1ccc(Br)o1 (centres undefined),1%,-4%,-9%,2%,-5%,-0.1%,i,20,0.5,38,11,759
COc1ccccc1N1CCN(Cc2nc(N)nc(Nc3ccccc3)n2)CC1,2%,13%,-7%,3%,0%,-1.0%,i,52,1.2,79,.,.
CN(CC(=O)Nc1ccc(Cl)c(Cl)c1)Cc1nnc(-c2ccc(F)cc2)o1,-10%,12%,-4%,-15%,25%,-0.1%,i,25,-0.1,62,-17,599
CN(C)c1ccc(N=Nc2ccccc2C(=O)OCC(=O)NCC2CCCCC2)cc1,10%,9%,16%,17%,12%,0.8%,i,16,16,57,9,699
Cc1[nH]n(-c2cccc(Cl)c2)c(=O)c1-c1ccccc1,31%,13%,-1%,14%,8%,-0.1%,i,25,-0.8,52,5,803
Cc1cc(NS(=O)(=O)c2ccc(NC(=O)C(C)Oc3ccccc3Cl)cc2)no1 (centres undefined),7%,6%,.,.,.,.,i,12,-0.4,68,.,.
CC1(C)Cc2ccccc2-c2nc(NCCCO)n(-c3ccccc3)c(=O)c21,3%,3%,4%,-8%,2%,-0.1%,i,29,-0.6,86,.,.
